Screening results from PubChem BioAssay.
ARFGAP1 inhibitor – inhibitors of rat ARFGAP1 | Arfgap1-stimulated ARF1 GTP hydrolysis, GDP FP detection | inhibition, % at 16.5 µM | 360,000 compounds, 0.26% hits | AID 651572;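 active = inhibition above a per-plate limit, mean inhibition of low control wells plus 3 SD, cut at about 25% in these data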;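 note: 0% = DMSO wells with enzyme and 100% = wells lacking Arfgap1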
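Material: truncated rat Arfgap1 GAP domain; Incubation: compound-enzyme preincubation 20 min, reaction 120 min, detection 60 min, 25 °C; Read-out: percent inhibition of Arfgap1-stimulated GTP hydrolysis; Technique: FP, GDP Alexa 633 tracer displaced from anti-GDP antibody, 620/688 nm; Controls: No-Arfgap1 wells (100%) versus DMSO full-reaction wells (0%); Replication: single well per compound.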
HTRA1 inhibitor – blocks human HTRA1 serine peptidase | Q92743 | recombinant HTRA1, FP-rhodamine activity-based probe, fluorescence polarization | inhibition, % at 5.96 µM | 340,000 compounds, 0.5% hits | AID 504803; in the data active = inhibition above about 36%;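 note: 0% = enzyme with DMSO and 100% = wells lacking enzyme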
rCAG binder – r(CAG) repeat RNA binding. AID 651821. TO-PRO-1 dye displacement fluorescence. 370,000 compounds, 1.3% hits. inhibition, % at 3 µM;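 active = inhibition above the plate cutoff, the mean of all test compounds on that plate plus 3 SD, cut at about 35% in these data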;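 note: 0% = DMSO alone and 100% = 100 µM mitoxantrone as full dye displacement; higher means more dye released from RNA so lower well fluorescence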
mABHD4 FP – inhibits mouse alpha/beta hydrolase domain 4; 370,000 compounds, 0.54% hits; AID 720543; purified mABHD4, FP-Rh probe fluorescence polarization; inhibition, % at 8.92 µM; Q8VD66;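 active = inhibition exceeding the mean over every tested compound plus 3 SD, cut at about 30% in these data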;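 note: 0% = plate median of compound wells and 100% = S159A mutant with DMSO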
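Material: mouse ABHD4 enzyme, wild type; Benchmarks: S159A mutant high control, sample median low control; Buffer or medium: HEPES pH 7.0, NaCl, Pluronic buffer; Signal: fluorescence polarization; Read-out: percent inhibition of probe binding, normalized to plate controls; Timing: pre-incubation 45 min, probe exposure 60 min, at 25 °C; Dosing: 8.92 µM, single dose.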
NPR2 activator – GC-B (human) receptor activation; HEK293-GC-B cells, CNP EC30, cGMP TR-FRET; 0% at EC30 CNP, 100% saturating CNP; activation, % at 10 µM; 370,000 compounds, 0.11% hits;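 active = activation at 10 µM reaching about 35% in either raw or pattern-adjusted values, limit read from the data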
ASAP1 inh – ASAP1 ArfGAP inhibition; Q9ULH1; inhibition, % at 16.5 µM; ASAP1-stimulated ARF1 GTP hydrolysis, GDP FP detection; 360,000 compounds, 0.19% hits; in the data active = inhibition above about 25%;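 note: 0% = vehicle with enzyme and substrate and 100% = no enzyme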
Rev-erbA mod – modulates human Rev-erb alpha binding to DNA; P20393; 370,000 compounds, 0.79% hits; activity, % at 10 µM; AID 1259318; Rev-erbα–FITC-DNA binding, fluorescence polarization, 90 min;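 active = activity above about 14%, limit read from the data; passing the limit was not always enough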;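 note: 0% = DMSO wells with 35 nM protein and 100% = DMSO wells with 750 nM protein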
PG9 Ab binder – PG9 antibody binding by small molecule; TR-FRET gp120-PG9 antibody binding; inhibition, % at 6.7 µM; 360,000 compounds, 0.43% hits; in the data active = inhibition above about 8.5%
SMARCA2 act – activators of SMARCA2 function. MG213 cells, MMTV-luciferase reporter, dexamethasone, overnight. activation, % at 9.1 µM. 370,000 compounds, 1% hits. AID 652017; in the data active = activation above about 7.8%;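 note: 0% = vehicle wells and 100% = reference activator wells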
NPR1 activator – GC-A (human) enzyme activation; HEK293 GC-A cells, cGMP TR-FRET, EC30 ANP; 0% at EC30 ANP, 100% saturating ANP; activation, % at 10 µM; 370,000 compounds, 0.14% hits; in the data active = activation above about 40%
Target sequence (P16066 whole entry, looked up): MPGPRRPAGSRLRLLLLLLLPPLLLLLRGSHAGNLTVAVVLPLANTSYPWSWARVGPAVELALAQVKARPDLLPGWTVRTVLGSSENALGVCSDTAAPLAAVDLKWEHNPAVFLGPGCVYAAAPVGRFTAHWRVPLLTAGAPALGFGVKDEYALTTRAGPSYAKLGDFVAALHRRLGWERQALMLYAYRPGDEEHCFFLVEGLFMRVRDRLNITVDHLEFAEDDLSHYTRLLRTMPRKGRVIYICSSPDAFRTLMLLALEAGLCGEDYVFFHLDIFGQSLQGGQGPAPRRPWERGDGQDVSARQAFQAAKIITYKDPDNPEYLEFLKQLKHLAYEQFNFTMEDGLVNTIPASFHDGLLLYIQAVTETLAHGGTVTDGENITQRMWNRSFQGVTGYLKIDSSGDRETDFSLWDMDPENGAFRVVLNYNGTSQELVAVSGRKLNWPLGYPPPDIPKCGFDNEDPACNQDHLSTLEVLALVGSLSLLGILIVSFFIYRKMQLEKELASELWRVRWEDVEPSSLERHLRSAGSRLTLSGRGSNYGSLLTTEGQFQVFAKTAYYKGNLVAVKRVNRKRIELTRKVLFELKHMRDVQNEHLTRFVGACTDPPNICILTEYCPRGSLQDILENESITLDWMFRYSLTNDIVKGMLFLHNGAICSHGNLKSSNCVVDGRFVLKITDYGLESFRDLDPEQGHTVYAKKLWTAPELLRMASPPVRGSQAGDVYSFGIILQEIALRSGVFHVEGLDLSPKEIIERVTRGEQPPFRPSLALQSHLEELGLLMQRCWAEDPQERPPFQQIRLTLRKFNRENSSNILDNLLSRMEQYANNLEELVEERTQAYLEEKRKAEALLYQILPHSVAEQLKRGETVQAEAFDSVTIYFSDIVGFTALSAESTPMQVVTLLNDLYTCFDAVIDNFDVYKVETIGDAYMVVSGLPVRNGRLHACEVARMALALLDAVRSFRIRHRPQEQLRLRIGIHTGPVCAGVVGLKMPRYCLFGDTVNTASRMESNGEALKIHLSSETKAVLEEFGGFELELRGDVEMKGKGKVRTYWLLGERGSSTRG
Active calls of the source: *; . = no result given.

SMILES	ARFGAP1 inhibitor	HTRA1 inhibitor	rCAG binder	mABHD4 FP	NPR2 activator	ASAP1 inh	Rev-erbA mod	PG9 Ab binder	SMARCA2 act	NPR1 activator
Cc1ccc(NC2=NC3(CCCC3)N=C(N)N2)c(C)c1	5	1	1	2	1	0	-5	1.4	7	2
O=C(c1c(F)cccc1F)N1CCC(Oc2cccnc2)CC1	.	.	0	2	1	.	-1	.	-1	-1
COC(=O)c1ccccc1-n1cccc1C(=O)NP(=O)(N1CCOCC1)N1CCOCC1	13	1	-4	4	-1	11	1	-0.2	-2	-1
c1ccc(CNc2nc(N3CCOCC3)nc(N3CCOCC3)n2)cc1	0	0	-7	-10	2	5	3	-0.7	4	1
COCCNC(=O)C(C)Oc1ccccc1 (stereo unspecified)	17	1	-2	-4	-6	3	-4	-4.5	-4	-3
COc1cccc(C2(c3cccc(OC)c3)CC2C(=O)Nc2ccccc2Cl)c1 (stereo unspecified)	-1	-19	-2	-17	-5	14	5	0.0	-2	-5
COCCNC(=O)[C@@H]1CSC2c3ccc(OC)c(OC)c3C(=O)N21 (stereo partly specified)	10	0	-1	-4	3	6	1	-1.9	-2	-1
CC1=C(C(=O)N(C)C)CC(CC(=O)NCCN2CCOCC2)C(=O)N1CCC1=CCCCC1 (stereo unspecified)	-4	4	-1	0	1	6	0	2.2	8	3
COC(=O)C1=CN(c2ccc(F)cc2)C(N)=C(C#N)C1c1cccc(F)c1 (stereo unspecified)	7	.	2	-13	-14	-3	1	-1.4	-1	18
Cc1cccc(OCCn2cnc(Cl)c2Cl)c1	0	-4	-1	-4	-19	11	-6	1.2	-2	-12
O=c1cccc(-c2cccc3ccccc23)o1	2	.	7	-5	-5	6	5	-0.5	-2	0
Cc1cc(C)cc(NC(=O)CSc2nc3nc(C)cc(C)n3n2)c1	-7	-1	-1	-6	2	1	4	-3.4	2	3
COc1ccc(CC(=O)OCC(=O)NC2CCCC(C)C2C)cc1 (stereo unspecified)	-12	-2	-2	1	1	-5	5	1.7	0	1
Cc1ccc(N(C(C)C(=O)N2CCN(Cc3ccccc3)CC2)S(C)(=O)=O)cc1 (stereo unspecified)	-6	2	-6	4	2	4	-1	-0.7	-1	3
CN(CCOc1ccc(Cl)cc1)c1ccc(S(=O)(=O)N2CCCCC2)cn1	7	-24	3	0	8	-5	6	-0.5	0	3
O=C(CNS(=O)(=O)c1ccc([N+](=O)[O-])cc1)N/N=C/c1ccc(O)cc1O	-1	5	6	6	0	-6	-1	-2.5	-1	3
CC1(C(=O)Nc2ccc3ccccc3c2)CC1(Br)Br (stereo unspecified)	13	1	-1	-1	4	-8	-2	0.4	-4	1
Cc1cc(Cl)c(OCCCN2CCCCC2)c(Br)c1	13	-2	4	9	4	-7	0	-1.0	-2	0
O=C1Nc2ccc(S(=O)(=O)NCc3ccco3)c3cccc1c23	-11	2	8	8	3	10	-6	-4.1	1	1
Cc1ccc(NC(=O)c2ccccc2-c2ccccc2C(=O)O)cc1C	0	4	3	1	1	-5	-2	-0.8	-5	-1
CSc1ncnc2c1ncn2CCCNCCCN1CCCC1=O	6	3	1	-3	4	4	3	1.9	-5	5
CCOC(=O)/C(C#N)=C/c1c(N2CCN(CC)CC2)nc2c(C)cccn2c1=O	3	5	-10	-1	4	9	-3	0.3	-1	13
COCCCN1CC(=O)N2C(c3cccc(C)c3)c3[nH]c4ccccc4c3C[C@H]2C1=O (stereo partly specified)	-11	0	-3	-4	11	-5	-3	0.2	-2	4
N#Cc1ccc2ccn(CC(=O)NCc3ccco3)c2c1	-2	-6	7	0	-1	11	4	-0.1	-1	-3
O=C(O)c1ccc(COc2ccc(CO)cc2Cl)cc1	20	3	3	-8	-1	7	3	0.2	3	-3
COc1ccc(-c2nnc(SCC(=O)NC3CC3)o2)c(OC)c1	1	-1	3	3	-4	20	-6	0.6	0	1
COc1ccc(OC)c(N(CC(=O)NCCSCc2ccco2)S(=O)(=O)c2ccc(OC)c(OC)c2)c1	-3	2	-1	2	-2	6	-3	-2.3	0	-5
Cc1ccc(/C=N/Nc2nc3ccccc3[nH]2)s1	7	17	2	25	-7	7	4	-12	3	-9
CCOc1ccc(CN(C)C(=O)CNC(=O)c2cc(OC)c(OC)c(OC)c2)cc1	4	8	-7	2	0	-7	-2	-2.0	6	2
COc1ccccc1N1CCN(C(=O)c2cc3c(s2)-c2ccccc2OC3)CC1	19	-16	3	-8	-1	4	1	-1.0	-2	2
N#C/C(=N/Nc1ccc([N+](=O)[O-])cc1)C(=N)N1CCCCC1	2	-9	2	1	-7	12	28*	-3.0	4	6
CCOC(=O)N1CCN(c2c(NCCN(C)Cc3ccccc3)c(=O)c2=O)CC1	-9	8	1	-1	-1	18	-2	0.1	1	0
COCCNC(=S)Nc1cc2oc3ccccc3c2cc1OC	7	-5	8	13	0	0	-7	-1.4	6	-3
Oc1c(C(c2ccc(F)cc2)N2CCc3ccccc3C2)sc2ncnn12 (stereo unspecified)	-8	-10	4	1	1	5	1	0.1	-1	2
CCc1nc(-c2cc3ccc(C)cc3[nH]c2=O)no1	6	0	1	0	-4	-22	3	-0.2	3	4
CCCCS(=O)(=O)/C=C/[C@H]1[C@H](S(=O)(=O)CCCC)[C@H]2C=C[C@@H]1C2	20	-3	-3	-1	0	-19	-1	1.1	-6	-2
COc1ccc(S(=O)(=O)NNC(=O)c2cc3c4ccccc4n(C)c3s2)cc1	7	-4	10	-6	2	-4	1	18*	1	-3
Cn1ncc(Cl)c1C(=O)N/N=C/c1cccc(OC2CSC2)c1	-4	-4	-2	-1	4	6	-2	-2.4	-1	6
NC(=O)C1CCCN(C(=O)c2ccc3nc(Cc4cccc(Cl)c4)oc3c2)C1 (stereo unspecified)	0	5	-4	-5	0	2	-5	-0.6	-1	3
COCc1nnc(NC(=O)CCCOc2ccccc2)s1	15	-6	-4	-1	-3	3	-2	-1.3	1	8
C[C@H](CO)N1C[C@H](C)[C@H](CN(C)S(=O)(=O)c2cccc(F)c2)Oc2cc(Br)ccc2S1(=O)=O	-9	-11	3	-8	-3	-2	7	-1.7	-6	-7
CC1(C)C[C@@H](O)CC2(C1)C[C@]1(C)CC(O)[C@H]2C(C)(C)C1 (stereo partly specified)	0	.	-5	1	-4	6	-6	-1.5	1	-2
Cc1ccc(C2=NN(S(=O)(=O)c3ccccc3)C(c3ccccc3O)C2)cc1 (stereo unspecified)	10	-66	10	-36	-5	10	3	0.1	-3	-5
CN(C)c1nnnn1-c1ccc(Cl)cc1	8	0	0	7	3	0	-1	-0.1	-1	0
CC(OC(=O)CCN=C1NS(=O)(=O)c2ccccc21)C(=O)Nc1ccc(F)cc1 (stereo unspecified)	11	2	0	4	0	10	-3	0.6	0	2
CC(=O)Oc1cccc(NC(=O)c2cccc(C(=O)Nc3cccc(OC(C)=O)c3)c2)c1	5	0	1	-12	-22	-5	1	-0.9	1	-8
CCCCOCCCNC(=O)C[C@H]1C[C@@]2(C(=O)OC)C(=C[C@H](C3CCCC3)O[C@@H]2C)N(CCc2ccc(OC)c(OC)c2)C1=O	.	.	-1	1	1	.	2	.	-2	-2
CC#CCOCC1CNC(=O)O1 (stereo unspecified)	-4	7	3	-15	-1	1	4	-0.5	-2	-2

4 compounds out of the list above, ordered by the number in HTRA1 inhibitor, largest number first:
| mol | ARFGAP1 inhibitor | HTRA1 inhibitor | NPR2 activator | ASAP1 inh | Rev-erbA mod | PG9 Ab binder | SMARCA2 act | NPR1 activator |
| --- | --- | --- | --- | --- | --- | --- | --- | --- |
| CC#CCOCC1CNC(=O)O1 (stereo unspecified) | -4 | 7 | -1 | 1 | 4 | -0.5 | -2 | -2 |
| CC(=O)Oc1cccc(NC(=O)c2cccc(C(=O)Nc3cccc(OC(C)=O)c3)c2)c1 | 5 | 0 | -22 | -5 | 1 | -0.9 | 1 | -8 |
| Cn1ncc(Cl)c1C(=O)N/N=C/c1cccc(OC2CSC2)c1 | -4 | -4 | 4 | 6 | -2 | -2.4 | -1 | 6 |
| Cc1ccc(C2=NN(S(=O)(=O)c3ccccc3)C(c3ccccc3O)C2)cc1 (stereo unspecified) | 10 | -66 | -5 | 10 | 3 | 0.1 | -3 | -5 |

New compounds follow
SMILES	ARFGAP1 inhibitor	HTRA1 inhibitor	rCAG binder	mABHD4 FP	NPR2 activator	ASAP1 inh	Rev-erbA mod	PG9 Ab binder	SMARCA2 act	NPR1 activator
O=C(N/N=C/C(Cl)=C\c1ccccc1)c1cnccn1	3	0	2	3	-1	-4	3	-0.9	0	-5
CC1=NN(C(=S)Nc2ccccc2)C(c2ccccc2)C1 (stereo unspecified)	5	-8	-1	-5	0	-7	1	-0.4	1	0
Cc1cc(NCCc2c[nH]c3ccccc23)ccc1Oc1cccnc1	5	.	7	18	3	7	-2	0.4	-2	-3
C=CCc1c(Cl)nc(C)nc1NCc1ccccc1	-6	-9	-5	3	3	4	6	-2.2	-4	7
Cc1ccc2nc(-c3ccc(NS(C)(=O)=O)cc3)cc(-c3ccccc3)c2c1	-9	-73	16	-69	-7	13	0	4.1	-2	-6
CCOCCCNC(=O)C1(O)c2cc(Br)ccc2NC(=O)N1c1ccc(CC)cc1 (stereo unspecified)	-3	3	-3	-2	-3	-9	-4	-0.1	-1	-2
Fc1ccc(/C=N/n2c(C3CCCCC3)n[nH]c2=S)cc1	4	-7	3	-4	-4	-9	-1	-0.4	0	2
COc1ccc(Br)cc1CN(C)CC(=O)Nc1cc(Cl)ccc1Cl	10	-4	3	-2	-7	-4	-4	1.3	-3	-4
COc1ccccc1NC(=O)Nc1nnc(C(C)c2ccccc2)s1 (stereo unspecified)	-5	-40	10	-22	-2	1	4	-1.3	1	4
CN1C/C(=C/c2ccncc2)C(=O)/C(=C/c2ccncc2)C1	-1	-1	-1	6	4	10	-4	-0.4	0	3
CCn1cnc2cc(NCc3ccc(OC)cc3)ccc21	-1	0	-3	6	2	3	-3	-1.5	0	3
CCOc1ccc(CCNC(=O)Cn2ncn3nc(-c4ccc(OC)cc4)cc3c2=O)cc1	-7	5	2	3	-5	-7	0	2.6	1	-2
Cc1ccc(NC(=O)c2ccc(=O)n(CC(=O)Nc3c(C)cc(C)cc3C)n2)cc1	10	-8	5	-7	4	2	1	0.6	-2	1
Cc1cc(Cl)ccc1NC(=S)NCc1ccc(F)cc1	-5	0	-8	-4	0	1	-2	0.4	4	3
c1ccc(-c2cn(C[C@H]3CC[C@H](Cn4cc(-c5ccccn5)nn4)O3)nn2)nc1	-17	9	-5	1	-1	3	7	0.2	0	3
CC(C)(C(=O)N1CCC1(C)C(=O)NS(=O)(=O)c1ccc(Cl)s1)c1ccccc1 (stereo unspecified)	2	.	23	14	1	-3	-3	-0.1	0	1
O=C(Nc1ccc(-c2cnco2)cc1)c1ccc(Cl)cc1	8	.	3	-2	1	-9	5	-2.5	3	0
O=C(O)CN1CCNCCN(CC(=O)O)CCNCC1	10	-13	0	-3	2	-4	-1	-1.0	5	0
CC(C)C[C@H]1COc2cc(N3CC[C@H](O)C3)ccc2S(=O)(=O)N1	8	.	0	5	12	2	7	-0.7	-2	4
